Screens from PubChem BioAssay.
RAD54 inh – inhibitors of human RAD54 branch migration, primary screen, biochemical, fluorescence, single point. DNA repair and recombination protein RAD54-like (Homo sapiens), Q92698. RAD54 Holliday junction branch migration, FAM/BHQ fluorescence. inhibition, % at 10.4 µM. 360,000 compounds, 0.14% hits. AID 602329, 2012;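 active = mean normalized replicate activity at least 40 and at least half of replicates scoring 40 or more; inconclusive = only one of the two criteria met; inactive = mean below 40 and under half of replicates reaching 40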;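 note: 0% = median of neutral control wells and 100% = median of positive control wells; inhibitors cause a drop in the FAM fluorescence signal; in these data hits start at about 50%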
Target sequence (Q92698 whole entry, looked up): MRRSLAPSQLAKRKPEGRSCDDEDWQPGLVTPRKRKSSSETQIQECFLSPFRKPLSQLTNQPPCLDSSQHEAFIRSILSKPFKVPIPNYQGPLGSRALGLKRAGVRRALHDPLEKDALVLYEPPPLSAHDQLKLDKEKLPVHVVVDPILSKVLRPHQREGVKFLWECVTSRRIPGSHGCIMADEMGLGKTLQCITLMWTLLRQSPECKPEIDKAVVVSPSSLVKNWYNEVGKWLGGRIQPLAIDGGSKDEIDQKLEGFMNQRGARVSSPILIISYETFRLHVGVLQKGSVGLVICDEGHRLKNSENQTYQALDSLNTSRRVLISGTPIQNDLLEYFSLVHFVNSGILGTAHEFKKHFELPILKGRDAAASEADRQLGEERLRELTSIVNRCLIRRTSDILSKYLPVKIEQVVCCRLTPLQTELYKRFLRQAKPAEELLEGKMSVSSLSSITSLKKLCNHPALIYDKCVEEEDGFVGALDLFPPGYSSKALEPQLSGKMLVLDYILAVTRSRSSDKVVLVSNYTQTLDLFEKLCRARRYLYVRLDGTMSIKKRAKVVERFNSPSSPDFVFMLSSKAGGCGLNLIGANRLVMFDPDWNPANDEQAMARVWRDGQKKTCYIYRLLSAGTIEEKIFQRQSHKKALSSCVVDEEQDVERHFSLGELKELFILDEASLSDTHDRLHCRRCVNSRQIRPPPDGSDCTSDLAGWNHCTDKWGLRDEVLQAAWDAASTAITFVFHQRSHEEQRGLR
GSIS activator – GLuc luminescence reporter in INS-1E cells, primary screen for activators of glucose-dependent secretion of insulin | INS-1E GLuc reporter insulin secretion, 2-3 h | activation, % at 16.6 µM | 370,000 compounds, 0.61% hits | AID 743287, 2014;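 active = lowest replicate activation of at least 40%, so every replicate reaches that level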;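 note: 0% = median of neutral control wells and 100% = median of IBMX positive control wells; some compounds called inactive have numbers as strong as hits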
* hit, by the source's call; ? = inconclusive.

SMILES | RAD54 inh | GSIS activator
O=C(CCN1CCOCC1)c1ccc2c(c1)OCCO2 | 1 | 48*
Cn1c(O)c(C(C#N)=C2N=c3ccccc3=N2)c2ccccc21 | 3 | 9
COC(=O)c1ccc(NC(=O)CNS(=O)(=O)c2cccs2)cc1 | 11 | 25
Cc1cc(C(=O)OCC(=O)c2cccc([N+](=O)[O-])c2)c2cccc(C)c2n1 | -1 | -1
O=C(c1ccco1)n1nc(NCc2ccccc2)nc1NCc1ccccc1 | -1 | -9
O=C1c2ccccc2C(=O)N1CCn1nc(Cl)nc1Cl | 0 | -1
CCCOc1cccc(NC(=O)c2cc(C)oc2C)c1 | -6 | -26
Cc1cc2ccccc2cc1CN1CCOCC1 | -6 | 3
CCCCNC(=O)c1cccc(C(=O)NCCCC)c1 | -6 | 20
O=C(COC(=O)c1cnccn1)NCc1ccccc1 | 0 | 26
CC12CCC(C(=O)NCc3ccc(Cl)cc3)(OC1=O)C2(C)C (configuration not stated) | -3 | 5
Cc1cccc(Nc2nc(-c3cccs3)cs2)n1 | -2 | 4
CCOC(=O)N1CCN(C(=O)c2cn(C)c(=O)c3c2c2ccccc2n3C)CC1 | 3 | 2
COC(=O)/C=C1\SC(=Nc2ccccc2)NC1=O | -1 | 10
Clc1ccc(CNC2CCCC2)c(Cl)c1 | -16 | 20
O=C(CSc1nnc2n1CCCN2)c1ccc(Cl)cc1 | -2 | 17
COc1ccc(C(=O)Nc2ccc(S(=O)(=O)Nc3onc(C)c3C)cc2)cc1OC | -11 | 8
COc1cccc(C2=NOC(C(=O)Nc3cccc(C(C)=O)c3)C2)c1OC (configuration not stated) | -2 | -19
C(/C=C/c1ccco1)=N/N1CCN(c2ccccc2)CC1 | -4 | -4
O=C(OCCN(C1=NS(=O)(=O)c2ccccc21)c1ccccc1Cl)c1ccc(Cl)cc1 | 0 | -31
CCn1c(N)c(C(=O)NCCOC)sc1=S | -8 | 31
CCn1c(=O)cc(SCC(=O)Nc2cccc(SC)c2)c2ccccc21 | 3 | -28
COc1ccc(N2CCN(C(CNC(=O)C(=O)NCCC3=CCCCC3)c3ccco3)CC2)cc1 (configuration not stated) | 2 | -12
CN(Cc1ccccc1)C(=O)COC(=O)c1cc(-c2ccc(Cl)s2)nc2ccccc12 | 6 | -17
COc1ccc(-c2cc(-c3ccc(OC)cc3)[nH]n2)cc1 | 0 | -3

Whole records, quoted from the list. Order of screens: RAD54 inh, GSIS activator
`CCOC(=O)N1CCN(C(=O)c2cn(C)c(=O)c3c2c2ccccc2n3C)CC1` as listed: 3, 2
`O=C(OCCN(C1=NS(=O)(=O)c2ccccc21)c1ccccc1Cl)c1ccc(Cl)cc1` as listed: 0, -31

Among those listed so far, these have sulfur.
SMILES | RAD54 inh | GSIS activator
COC(=O)c1ccc(NC(=O)CNS(=O)(=O)c2cccs2)cc1 | 11 | 25
Cc1cccc(Nc2nc(-c3cccs3)cs2)n1 | -2 | 4
COC(=O)/C=C1\SC(=Nc2ccccc2)NC1=O | -1 | 10
O=C(CSc1nnc2n1CCCN2)c1ccc(Cl)cc1 | -2 | 17
COc1ccc(C(=O)Nc2ccc(S(=O)(=O)Nc3onc(C)c3C)cc2)cc1OC | -11 | 8
O=C(OCCN(C1=NS(=O)(=O)c2ccccc21)c1ccccc1Cl)c1ccc(Cl)cc1 | 0 | -31
CCn1c(N)c(C(=O)NCCOC)sc1=S | -8 | 31
CCn1c(=O)cc(SCC(=O)Nc2cccc(SC)c2)c2ccccc21 | 3 | -28
CN(Cc1ccccc1)C(=O)COC(=O)c1cc(-c2ccc(Cl)s2)nc2ccccc12 | 6 | -17

The list continues:
SMILES | RAD54 inh | GSIS activator
CN(C)CCN1C(=O)c2oc3ccc(Cl)cc3c(=O)c2C1c1cccc(Br)c1 (configuration not stated) | 5 | 10
O=C(NCCCn1ccnc1)c1cc(-c2cccs2)on1 | 3 | -10
CN(CP(=O)(O)CN(C)S(C)(=O)=O)S(C)(=O)=O | 4 | 12
COC(=O)c1nnn(-c2nonc2N)c1CSCCO | 1 | 5
Cc1ccc(C2=C/C(=C/c3cccs3)C(=O)O2)cc1 | -11 | -10
CCCCC(=O)Nc1cccc(-c2nnc(-c3ccccc3)o2)c1 | 10 | -8
CC(C)CCNC(=O)COc1ccc2c3c(c(=O)oc2c1)CCC3 | -2 | -4
Oc1sc(C=Nc2ccccc2)c2ccccc12 | -8 | -20
C1CCC(Nc2nnnn2C2CCCCC2)CC1 | 0 | 33
COc1ccc(N(CC(=O)NCc2ccco2)S(C)(=O)=O)cc1Cl | -21 | 10
CC(C)(C)NC(=O)Cn1nnnc1-c1nonc1N | 5 | 13
Cc1scc(C(=O)N2CCN(S(C)(=O)=O)CC2)c1-c1ccccc1 | -10 | 4
O=C1C2CCCN2C(=O)N1CCCCN1CCN(c2cccc(Cl)c2)CC1 (configuration not stated) | -6 | 1
O=C(CCNC(=O)c1ccc(Br)o1)NC1CCCC1 | -1 | 11
COc1c(O)ccc2cnn(-c3ccccc3C)c(=O)c12 | -3 | 12
COCCn1c(-c2ccccc2)cnc1N | 1 | 2
COc1ccc(N2C(=O)NC3CC2(C)Oc2ccc(Br)cc23)cc1OC (configuration not stated) | 1 | 1
Cc1nc(NCc2ccc3c(c2)OCO3)c2nnn(Cc3ccccc3)c2n1 | -5 | 50*
O=C(NC1CCCCC1)C1CC=CCC1C(=O)OCC(Cl)=C(Cl)Cl (configuration not stated) | 0 | -19
COc1cc(C(=O)Nc2cccc3cccnc23)cc(OC)c1OC | 8 | 6
FC(F)(F)c1cc(-c2ccccc2)nc(N2CCCCC2)n1 | 1 | -8
COCCNC(=O)Cn1cnc2ccc(S(=O)(=O)N3CCC(C)CC3)cc2c1=O | -10 | 9
O=C(NCc1ccco1)C1OCCc2ccccc21 (configuration not stated) | 9 | 13
Cc1nnc(SCC(=O)N(Cc2ccccc2)C(C)C)n1-c1ccccc1 | -2 | 7
O=c1[nH]nc(Cc2ccc(-c3cccc(Cl)c3)o2)c2ccccc12 | -17 | 13

(listing goes on)
SMILES | RAD54 inh | GSIS activator
CC1(C)Cc2cccc(OCC(=O)N3CCN(S(=O)(=O)c4ccccc4F)CC3)c2O1 | 0 | 5
O=C(CN1CCN(c2nc(-c3ccc(Cl)cc3)cs2)CC1)NCc1ccco1 | -8 | -27
CCOc1ccccc1C1C(C#N)=C(N)Oc2cc(N)ccc21 (configuration not stated) | -1 | -13
C(/CCc1ccccc1)=N\n1cnnc1 | -7 | 16
Oc1ccccc1-c1nc(NCCN2CCOCC2)c2ccccc2n1 | ? | 7
O=C(NCc1ccco1)C1(c2ccc(Br)cc2)CCCC1 | 8 | -8
CC(C)(C)c1cc(C(=O)NCc2ccco2)ccn1 | -9 | -15
CS(=O)(=O)N(CCC(=O)O)Cc1ccccc1 | 1 | 20
NC(=O)c1ccccc1N/C=C/C(=O)c1ccc(Cl)cc1Cl | -4 | -5
CC(=O)Cc1nsc(NC(=O)c2ccc(-c3cccc(C(F)(F)F)c3)o2)n1 | 2 | -12
Cc1cc(C)c2c(-n3cccc3)c(C(=O)O)sc2n1 | 3 | 18
O=C(c1ccc(Cl)cc1)N1CCC(O)(CSc2ccc(Cl)cc2Cl)CC1 | -8 | -30
CN(CC(=O)O)Cc1nc2ccccc2[nH]1 | -16 | 7
COC(=O)Nc1c(-c2ccccc2)nc2ccc(C)cn12 | 0 | -1
O=[N+]([O-])c1ccc(-c2cc(-c3ccc(Cl)cc3)n[nH]2)cc1 | 7 | 71*
Cc1onc(-c2ccccc2Cl)c1C(=O)NCc1cccnc1 | 5 | 29
C[N+]1(CCOc2ccc([N+](=O)[O-])cc2)CCOCC1 | -9 | 0
CN1CCN(C(=S)NC(=O)/C=C/c2cccc3ccccc23)CC1 | 13 | -11
O=C(Cc1ccc(F)cc1)NC1CCCC1 | 2 | 13
O=S(=O)(NC1CC1)c1ccc(S(=O)(=O)N(Cc2ccccn2)C2CCCC2)cc1 | -9 | -10
NCCCCCc1nnc(SCC(=O)c2ccc(Cl)cc2)o1 | -2 | 20
CCCCNC(=O)Nc1c(C(=O)OCC)[nH]c2ccccc12 | -4 | 20
CSc1ncccc1C(=O)OCC(=O)N(CC(C)C)C1CCS(=O)(=O)C1 (configuration not stated) | 4 | 4
CCCNC(=O)c1ccc2snnc2c1 | 3 | -3
O=C(Nn1cnnc1)c1cc([N+](=O)[O-])cc([N+](=O)[O-])c1 | -7 | 4

(continued)
SMILES | RAD54 inh | GSIS activator
CCCCC(=O)Nc1cc(C(=O)NCCc2ccccc2)ccc1Cl | 1 | 26
COc1ccc(-c2nc3ccccn3c2C=O)cc1 | 5 | 17
Cc1ccc2nc(SCC(=O)Nc3cccc([N+](=O)[O-])c3)[nH]c2c1 | 11 | -39
CCCn1cc(NC(=O)c2cc(-c3ccccc3)on2)cn1 | 9 | 6
O=C(c1ccc(F)cc1)N1C2CCC1CC(O)(c1ccc(F)cc1)C2 (configuration not stated) | 4 | 9
CCOC(=O)Cc1csc(NC(=O)C2C3C=CC(C3)C2C(=O)O)n1 (configuration not stated) | 3 | 13
O=C(Nc1cccc(F)c1)NC1(C(=O)N2CCN3CCCC3C2)CCCCC1 (configuration not stated) | 8 | 0
CC(C)CN(C(=O)CSc1nnc2ccccn12)c1c(N)n(CC(C)C)c(=O)[nH]c1=O | -6 | 24
Cc1cccc2cc(-c3nc4c(C)cccn4c3NCc3ccco3)c(=O)[nH]c12 | 11 | -24
NC(=O)CSc1ccc(Br)cc1 | 5 | 10
Cn1c(=O)c2c(nc(NCCNC(=O)c3ccco3)n2Cc2ccccc2Cl)n(C)c1=O | -2 | 3
CSc1nc(=O)n2cccc(C)c2n1 | 0 | 5
CN(C)S(=O)(=O)N(CC(=O)Nc1cccc(F)c1)c1ccccc1 | 4 | -8
CCN1CCN(C(=O)C2(NC(=O)Nc3cccc(F)c3)CCCCC2)CC1 | 1 | 10
Clc1ccc(Cc2noc(Cc3ccccc3)n2)cc1Cl | -4 | -10
O=C(Cn1c(-c2ccccc2)noc1=O)NCc1ccccc1 | 0 | 6
O=C(NC12CC3CC(CC(C3)C1)C2)N1CCC(O)(c2ccc3c(c2)OCO3)CC1 | 16 | 14
COC(=O)c1ccccc1S(=O)(=O)N1CCC(c2nc3ccccc3o2)CC1 | 4 | 9
CC1CC(=O)C=C(O)C1C(=O)OC(C)(C)C (configuration not stated) | -9 | -13
CC(C)CCNC(=O)NC(=O)COC(=O)C1=COCCO1 | 3 | -4
O=C(NC1CCS(=O)(=O)C1)c1cccc(S(=O)(=O)N2CCCCC2)c1 (configuration not stated) | -1 | 14
O=C(NCc1ccc2c(c1)OCO2)c1cccc(Cl)c1 | -1 | -13
O=C1CSc2ccc(C(=O)NCCC3=CCCCC3)cc2N1 | -1 | -2
Cc1nn(-c2nc(-c3ccco3)cc(C(F)(F)F)n2)c(C)c1Cl | 1 | 17
CCn1c(SCC(=O)Nc2ccccc2C(=O)OC)nnc1-c1cccc(C)c1 | 0 | 10

(more compounds)
SMILES | RAD54 inh | GSIS activator
Cc1ccc(Cl)cc1NC(=O)Cn1cccc1 | -2 | 17
O=C(CCSCc1ccccc1Cl)N1CCN(c2ccccn2)CC1 | -1 | 1
CC(C)CCOc1ccc(Cl)cc1CN1CCOCC1 | -17 | 0
Cc1nn(Cc2ccccc2Cl)c(C)c1NC(=O)/C=C/c1cnn(C)c1 | 4 | 12
CCn1ncc(C2=NOC(C(=O)NCc3ccc(Cl)cc3)C2)c1C (configuration not stated) | -2 | 10
CCOC(=O)c1sc(NC(=O)CSc2nc3c(cc2C#N)CCCCCC3)c(C#N)c1C | -8 | -16
COc1cccc(OCCn2c(C)c(/C=N/n3cnnc3)c3ccccc32)c1 | -10 | 23
COc1ccc(OC)c(NS(=O)(=O)c2ccc(NC(C)=O)cc2)c1 | -7 | 16
CCOc1ccc(N2C(=O)CC(N3CCN(c4ccccc4F)CC3)C2=O)cc1 (configuration not stated) | -5 | -9
CC(C)(C)c1nn(-c2ccccc2)c2[nH]c(=O)c(CNCc3ccco3)cc12 | 1 | -17
CCOC(=O)NCC(C#CCN(CC)CC)N(CC)CC (configuration not stated) | 1 | 4
Cc1noc(NC(=O)c2ccc(F)cc2)c1C#N | 4 | -23
O=C(CCN1C(=O)c2ccccc2C1=O)OCN1C(=O)c2ccccc2C1=O | 2 | 6
Cc1cc(C2C(C#N)=C(N)OC3=C2C(=O)CC(C)(C)C3)c(C)s1 (configuration not stated) | 11 | -15
COc1ccc(CNC(=S)Nc2cccc(C)c2C)cc1 | -4 | 12
CC(=O)/C(=N\Nc1ccc(Cl)cc1Cl)Sc1nnc(-c2ccccc2)n1-c1ccccc1 | -7 | -20
COc1ccc(C(C#N)N2N=C(C)CC2(C)C)cc1OC (configuration not stated) | -9 | 5
Cc1ccc(-n2c(Cc3cccn3C)nnc2SCC(=O)N2CCc3ccccc32)cc1 | -19 | -18
Cc1cc(C)cc(N(C(=O)c2ccc3c(c2)OCO3)C2C=CS(=O)(=O)C2)c1 (configuration not stated) | -12 | 43
O=C(O)CCSc1nc2ccccc2s1 | 4 | 10
Cc1cc(N2CCC(C)CC2)c(F)cc1[N+](=O)[O-] | 10 | 5
CC(C)SCc1nc2ccccc2[nH]1 | -1 | 37
CN(C)C(=O)Nc1ccc(F)cc1F | -12 | 0
OC(COc1ccc2ccccc2c1Br)Cn1ccnc1 (configuration not stated) | 20 | -4
Cc1cc(C)n(Cc2ccc(NC(=O)c3nn(C)cc3[N+](=O)[O-])cc2)n1 | -10 | -8
CC(C)CNc1nc(Oc2ccc(=O)[nH]n2)nc(N(C)C)n1 | 15 | 6
C/C=C/c1ccc(OCCN2C(=O)NC(C)(C)C2=O)c(OC)c1 | -6 | 44*
OCC1N=C(c2ccccn2)OC1c1ccccc1 (configuration not stated) | 10 | 13
O=C(COC(=O)CCCN1C(=O)c2ccccc2C1=O)Nc1cc(Cl)cc(Cl)c1 | 5 | -10
CCN(CC)c1ccc(NC(=O)c2ccc(Br)o2)cc1 | -3 | -6

Some of the compounds tested, so the mix of outcomes need not match the whole.
